FBPA coupling cs: inhibits coupling enzyme system, counter-screen for aldolase hits. activity change, negative = inhibition, % at 58.2 µM, hits read low. AID 2472. coupling enzyme system counterscreen, AmpLite Red fluorescence. 290,000 compounds, 0.67% hits; in the data active = activity change below about -30%; also: % is scaled to controls: 0 for no effect and ±100 for the full control effect
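Final compound at 57.5 uM, incubated 10 min at RT with coupling enzyme reagent (glyceraldehyde-3-phosphate), then 20 min with substrate and AmpLite Red detection. Fluorescence read at 525/598 nm; tests interference with the coupling assay, not aldolase inhibition.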
Tb PFK block: T. brucei PFK enzyme inhibition; O15648; T. brucei PFK, ADP-Glo luminescence; Potency, µM (doses to about 57.5 µM), for the others: at the top dose activity, negative = inhibition, usual class: inhibitors; 330,000 compounds, 0.17% hits; AID 485367;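 also: potency is read from the fitted curve at half-maximal effect; 0% = uninhibited 1x PFK enzyme wells and -100% = no-enzyme wells; nearly all actives have a fitted effect of over 60% in size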
Target sequence (O15648 whole entry, looked up): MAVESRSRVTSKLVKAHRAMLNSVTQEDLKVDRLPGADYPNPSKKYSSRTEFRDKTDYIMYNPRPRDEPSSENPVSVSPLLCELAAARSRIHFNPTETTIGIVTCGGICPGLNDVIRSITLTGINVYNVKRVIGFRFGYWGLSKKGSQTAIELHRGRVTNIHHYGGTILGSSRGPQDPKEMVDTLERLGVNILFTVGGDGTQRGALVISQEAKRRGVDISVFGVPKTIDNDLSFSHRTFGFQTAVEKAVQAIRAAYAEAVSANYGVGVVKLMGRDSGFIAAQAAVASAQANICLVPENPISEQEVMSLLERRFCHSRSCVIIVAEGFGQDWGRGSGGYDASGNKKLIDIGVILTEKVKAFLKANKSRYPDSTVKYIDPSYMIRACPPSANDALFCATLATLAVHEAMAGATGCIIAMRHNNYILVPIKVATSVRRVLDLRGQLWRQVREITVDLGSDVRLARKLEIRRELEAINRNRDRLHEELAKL
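In TEA buffer at pH 8.0 with 5 mM MgCl2, enzyme (1.25 nM) converted F6P (0.5 mM) and ATP (0.1 mM) for 45 min at room temperature. ADP product was read by luciferase luminescence.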
KCNH2 3.1 block: blocks the human KCNH2 3.1 channel isoform; AID 720553; U2OS KCNH2 3.1, thallium flux FluxOr; stronger effect = lower value; activity change, % (tested at about 1.8 µM); 340,000 compounds, 0.95% hits;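 active = maximum activity change below -70%; inconclusive = maximum activity change from -70% to -50%; inactive = maximum activity change above -50%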;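 also: thallium influx rate constant from kinetic fluorescence after stimulation buffer; % is scaled to controls: 0 for no effect and ±100 for the full control effect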
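FluxOr-based Tl+ influx in U2OS cells transduced with KCNH2 3.1 virus; rate constants normalized to DMSO controls.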
RORgamma inh: inhibitors of mouse ROR gamma transcriptional activity; P51450; 310,000 compounds, 5.4% hits; Potency, µM (series often up to 53.6 µM), without a hit: at the top dose activity change, negative = inhibition, usual class: inhibitors; Drosophila S2 Gal4-RORgamma UAS-luciferase reporter, 20 h; also: potency is read from the fitted curve at half-maximal effect; % is scaled to controls: 0 for no effect and ±100 for the full control effect; nearly all actives have a fitted effect of over 60% in size
Target sequence (P51450 whole entry, looked up, the tested form may be a part): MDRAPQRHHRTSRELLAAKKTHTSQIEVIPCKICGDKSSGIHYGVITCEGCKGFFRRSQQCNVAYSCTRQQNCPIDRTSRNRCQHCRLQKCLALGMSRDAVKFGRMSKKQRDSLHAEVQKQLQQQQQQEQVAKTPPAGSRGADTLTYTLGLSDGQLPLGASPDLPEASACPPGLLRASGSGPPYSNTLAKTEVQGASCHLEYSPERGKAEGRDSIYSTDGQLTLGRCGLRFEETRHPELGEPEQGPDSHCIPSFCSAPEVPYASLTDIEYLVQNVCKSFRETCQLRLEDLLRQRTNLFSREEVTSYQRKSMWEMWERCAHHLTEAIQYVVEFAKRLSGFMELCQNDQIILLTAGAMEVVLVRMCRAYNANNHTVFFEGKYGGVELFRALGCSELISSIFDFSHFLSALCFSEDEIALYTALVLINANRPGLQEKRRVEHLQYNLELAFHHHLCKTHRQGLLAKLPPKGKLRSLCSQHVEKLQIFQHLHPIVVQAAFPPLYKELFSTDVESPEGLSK
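Read-out: Photinus luciferase luminescence; inhibitors lower reporter signal. Insect Schneider cells with Gal4-ROR gamma fusion under metallothionein promoter, UAS reporter; 700 uM final copper sulfate induction, 20 hr, ambient temperature.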
Giardia kill: kills Giardia lamblia; AID 540267; Giardia lamblia trophozoite viability; 340,000 compounds, 0.15% hits; activity change, % at 7.66 µM, hits read low; in the data active = activity change below about -80%; inconclusive = between about -30% and that limit;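 also: parasites exposed to compound for two days anaerobically before the ATP read; % is scaled to controls: 0 for no effect and ±100 for the full control effect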
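Trophozoites 100 cells/well + cpd; 48 hrs, 37 deg C, anaerobic. ATPLite 1-Step added, 15-30 min RT, luminescence read (ATP-based viability).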
FLuc counter: counter-screen for miR-21 project: firefly luciferase inhibitors or activators | P08659 | purified FLuc, Km substrates, luminescence inhibition | Potency, µM (top dose mostly 57.5 µM), for inactives: at the highest dose activity change, negative = inhibition, actives largely listed as inhibitors | 360,000 compounds, 6.9% hits | AID 588342;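 also: potency is read from the fitted curve at half-maximal effect; plate controls were vehicle for no effect and reference inhibitor for full effect; nearly all actives have a fitted effect of over 55% in size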
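Purified P. pyralis luciferase (10nM final) with 10uM D-luciferin and 10uM ATP (Km levels) in 50mM Tris acetate pH 7.5, 10mM Mg acetate, 0.01% Tween-20, 0.05% BSA; qHTS 6-point titration, ~60 µM downward; luminescence read.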
NPC1 promoter act: NPC1 promoter activation; Huh7 NPC1 promoter luciferase reporter, 24 h; Potency, µM (titrated, usually from 9.22 µM), without a hit: at the highest dose activation, most hits filed as activators; 320,000 compounds, 2.4% hits; AID 485313;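 also: potency is read from the fitted curve at half-maximal effect; % of control where 0% means no effect; nearly all actives have a fitted effect of over 60% in size; reporter is driven by a mutant NPC1 promoter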
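Cells: Huh7 expressing luciferase under the NPC1 promoter, 1500/well. Seeded 2 h, compound added, incubated 24 h at 37 °C. Luciferase reagent, 10 min ambient, then luminescence.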
ELG1 genotox: genotoxicity induction in ELG1-luciferase HEK293T cells; AID 504466; HEK293T ELG1-luciferase reporter, luminescence, 16 h; Potency, µM (doses to about 46 µM), inactives show at the highest dose activity change, positive = activation, most hits filed as activators; 330,000 compounds, 1.3% hits; also: potency is read from the fitted curve at half-maximal effect; % of control where 0% means no effect; nearly all actives have a fitted effect of over 60% in size
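Quantitative HTS format in 1536-well plates. HEK293T ELG1-luciferase reporter cells receive test compound and are incubated 16 hr at 37 °C, 5% CO2; ONE-Glo added, 30 min room temperature, then luminescence read.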
uPA surface inh: inhibitors of cell surface uPA generation. cell surface uPA generation assay, qHTS. Potency, µM (titrated, usually from 38.3 µM), for the others: at the top dose activity change, negative = inhibition, most hits filed as inhibitors. 330,000 compounds, 0.31% hits. AID 540303; active = well fitted inhibition curve with a large enough effect; inconclusive = small, poorly fitted or top-dose-only effect; inactive = no such curve, though single readings can be large or run the other way; tested in mouse RAW 264.7 cells; also: potency is read from the fitted curve at half-maximal effect; % is scaled to controls: 0 for no effect and ±100 for the full control effect; nearly all actives have a fitted effect of over 55% in size
Rab9 promoter act: Rab9 promoter activation. Potency, µM (titrated, usually from 9.22 µM), for inactives: at the top dose activation, negative = inhibition, usual class: activators. 320,000 compounds, 2.8% hits. Huh7 Rab9 promoter-luciferase reporter, luminescence, 24 h; also: potency is read from the fitted curve at half-maximal effect; % of control where 0% means no effect; nearly all actives have a fitted effect of over 60% in size
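Luminescence read-out: Huh7 cells stably expressing Rab9-luciferase, treated 24 h with compound at 37 °C, then lysed with luciferase reagent for 10 min at ambient before reading.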
VP16 counter: Gal4-VP16 reporter inhibition counter-screen. Drosophila S2 Gal4-VP16 UAS-luciferase, luminescence, 20 h. Potency, µM (series often up to 53.6 µM), inactives show at the top dose activity, negative = inhibition, actives largely listed as inhibitors. 310,000 compounds, 3.5% hits;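 also: Gal4-VP16 expression switched on by copper sulfate through the metallothionein promoter; potency is read from the fitted curve at half-maximal effect; % is scaled to controls: 0 for no effect and ±100 for the full control effect; nearly all actives have a fitted effect of over 50% in size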
Starred values were filed as active, the others as inactive; ? = inconclusive; / = no result given; & = joins results of further samples; [ ] = another dose, or the depositor's remark. Unless noted, calls follow the shape of the dose curve; as a rule, active = well fitted curve in the direction sought with a large enough effect; inconclusive = small, poorly fitted or top-dose-only effect, or another doubt; inactive = no such curve, though single readings can be large; an effect the other way counts as inactive or inconclusive. Rows are unselected. Share with any hit: about 14%.

Fields – Rab9 promoter act | ELG1 genotox | RORgamma inh | Tb PFK block | Giardia kill | KCNH2 3.1 block | NPC1 promoter act | FLuc counter | FBPA coupling cs | VP16 counter | uPA surface inh
CCOC(=O)[C@H]1[C@H]2COc3ccc(Cl)cc3[C@@H]2N2C(=O)CN(Cc3ccc(OC)cc3)C(=O)[C@@]12C
  -1% | -4% | / | 0% | 5 | 11 | -1% | 0% | / | / | 2%
O=C(NN=C1C2CC3CC(C2)CC1C3)c1cccs1
  1% | ? | 38% | -7% | -5 | -1 | 1% | -18% | 3 | 23% | -16%
COc1ccc(Cc2nnc(SCC(=O)NC(C)c3ccccc3)o2)cc1 (stereo not given)
  9% | -7% | -3% | 2% | 1 | -2 | 0% | 4% | 0 | -5% | /
O=C1NN(c2ccccc2)C(=O)/C1=C/c1ccc(-c2ccc(C(=O)O)cc2)o1
  15% | -2% | 22% | 1% | 13 | 0 | 11% | 21µM* | 0 | -9% | -6%
O=C(O)CCCCCCCCc1cn(Cc2ccc(C(=O)c3ccccc3)cc2)nn1
  -11% | 9% | -3% | -2% | -4 | 39 | -26% | -1% | 5 | 0% | ?
CC(=O)c1cccc(NC(=O)CCc2nnc3ccc(N4CCN(C)CC4)nn23)c1
  0% | 0% | -11% | 2% | 6 | 8 | 3% | 1% | 2 | 2% | ?
O=C(c1cccc([N+](=O)[O-])c1)N1CCCN(C(=O)c2cccc([N+](=O)[O-])c2)CC1
  3% | -2% | 19% | -1% | -7 | 11 | -2% | 6% | -1 | -3% | 5%
CC(C)(C)c1ccc(C(=O)NC2CCN(Cc3ccccc3)CC2)cc1
  -1% | -7% | 0% | -1% | 26 | -46 | 1% | -1% | 2 | -5% | -19%
COC(=O)c1ccccc1NC(=O)CCS(=O)(=O)c1ccc(Br)s1
  -1% | 0% | 0% | 0% | -2 | -1 | -3% | 4% | -2 | 1% | -4%
CCOc1cccc(-c2cc(C(=O)N3N=C(C)CC3(O)C(F)F)c3ccccc3n2)c1 (stereo not given)
  -5% | -2% | 43% | 11% | 15 | -3 | -10% | 24µM* | -3 | 9% | 11%
Cc1ccsc1/C=N/NC(=O)c1nnn(-c2nonc2N)c1-c1ccc2c(c1)OCO2
  -4% | -7% | 10µM* | -14% | ? | -5 | -3% | -15% | / | ? | 7%
O=C(NNC(=O)c1cc(-c2ccc(Cl)c(Cl)c2)nc2ccccc12)Nc1ccccc1
  2% | -12% | 45% | 4% | 17 | / | -1% | 6.7µM* | 0 | ? | -6%
COc1cc(C)c(Br)cc1S(=O)(=O)NCc1ccccc1
  -1% | -1% | 0% | 1% | 17 | 11 | -1% | 3% | / | -8% | 10%
O=C(COC(=O)c1ccc2c(c1)OCCO2)Nc1ccc(F)cc1
  -6% | 0% | / | -6% | 10 | -6 | 0% | -10% | / | / | 3%
c1ccc2[nH]c(-c3nc4ccccc4[nH]3)nc2c1
  0.63µM* | 1µM* | 10µM* | -10% | -8 | 4 | 1.3µM* | 2.1µM* | -1 | 10µM* | /
Cc1cc(Cl)n2c(nc3ccccc32)c1C#N
  -10% | ? | 3.2µM* | -3% | 0 | -10 | -19% | -4% | 0 | ? | -3%
CN(CC(=O)Nc1ccc(F)c(F)c1)S(=O)(=O)c1cccc2nsnc12
  6% | -6% | 10% | 1% | -24 | -2 | -3% | 4% | -2 | 3% | -1%
NC(=O)CSc1nnc(Cc2ccc3c(c2)OCO3)n1C1CCCCC1
  9% | 7% | -1% | 1% | -9 | -77* | 0% | 4% | 2 | 9% | /
CN(C)S(=O)(=O)n1cc(/C=C(\NC(=O)c2ccccc2Cl)C(=O)NCCN2CCOCC2)c2ccccc21
  2% | -12% | 10% | 2% | -16 | -17 | -7% | ? | 1 | 16% | -11%
COc1ccc(N(CC(=O)NN=C2CCCC2)S(=O)(=O)c2ccccc2)cc1
  -2% | 2% | -22% | -1% | 2 | -4 | 2% | 1% | 5 | 2% | 3%
CSc1ccc(CN2CCN(S(=O)(=O)Cc3ccccc3)CC2)cc1
  -4% | 5% | -37% | -1% | 4 | 0 | -5% | 1% | / | ? | 9%
COc1ccc(N(CC(=O)Nc2ccc(C)c(C)c2)S(=O)(=O)c2c(C)noc2C)cc1
  -7% | -18% | 25% | 1% | -3 | -37 | -7% | 1% | / | -10% | -25%
Cc1cc(S(=O)(=O)Nc2ccc(C(=O)N3CCN(c4ccccc4O)CC3)cc2)ccc1F
  -1% | -5% | / | -11% | -14 | -7 | -2% | 3% | -1 | / | 12%
O=C(Nc1ccc(Cl)c(Cl)c1)c1ccncc1
  22% | 7% | 44% | -19% | -19 | 2 | 26% | ? | 0 | -2% | -4%
O=C(N/N=C/c1ccc(F)cc1)c1ccncc1
  3% | 1% | -3% | 2% | 23 | -4 | -1% | -18% | 0 | -4% | -2%
O=S(=O)(c1ccc(NCc2ccc(F)cc2)nc1)N1CCCC1
  5% | -5% | 21% | -5% | 4 | 3 | -1% | 0% | -2 | -14% | 28%
CCCCC1=CC2=C(c3ccco3)C(=O)C(C)(OC(=O)c3ccc(OC)cc3)C(=O)C2=CN1Cc1ccco1 (stereo not given)
  -5% | 2% | 0% | 3% | 3 | 8 | -1% | 8% | -9&-7 | 2% | 7%
O=C(Nc1ccc(N2CCOCC2)c(Cl)c1)c1cc2ccccc2o1
  3.2µM* | -11% | 27% | 0% | -17 | -3 | 3.5µM* | 8.5µM* | -33* | 8% | -9%
O=C(Nc1cccnc1)C(Cc1ccccc1)n1cccc1 (stereo not given)
  4% | -4% | 1% | 0% | -7 | -27 | 3% | 1% | 2 | 1% | -30%
COc1ccc(S(=O)(=O)Nc2nnc(C)s2)cc1
  4% | 4% | -2% | 0% | 18 | -4 | 4% | -2% | -2 | -6% | -3%
COc1cc(NC(=O)c2cccs2)c(OC)cc1NC(=O)CCC(=O)Nc1ccc(C)cc1
  9% | 4% | -22% | -8% | 13 | -26 | 1% | 0% | 0 | 0% | -1%
CCCCCCCCCCC(=O)NNC(=O)c1c(O)c2ccccc2n(CC)c1=O
  -15% | -1% | 2% | 4% | / | / | -1% | -2% | 5 | -7% | /
O=C(Nc1ccccc1)c1cccc(N2C(=O)C3C4CC(C(Br)C4Br)C3C2=O)c1 (stereo not given)
  -7% | -17% | 11% | 3% | -11 | -26 | 0% | -7% | 1 | -12% | -19%
COC(=O)COc1ccc(NC(=O)C2CCCO2)cc1 (stereo not given)
  5% | -1% | -1% | -21% | 4 | 1 | 0% | 0% | 0 | -6% | -2%
COc1ccc(Cl)cc1NC(=O)c1nc2nc(C)cc(C(F)F)n2n1
  -6% | -1% | -12% | 0% | -15 | 2 | 2% | 3% | 0 | 2% | 10%
CCCc1nc(-c2cc3ccccc3[nH]c2=O)no1
  -2% | 4% | 13% | 0% | ? | -1 | 11% | -9% | 0 | -20% | 4%
CC(C)(NC(=O)N1CCCC1)c1cccc(C(C)(C)NC(=O)N2CCCC2)c1
  0% | -3% | -23%[0.365 µM] | -9% | 3 | 7 | -2% | 5% | -2 | / | 15%
COc1cc(OC)cc(C(=O)Oc2c(CN3CCOCC3)cc(Cl)c3cccnc23)c1
  -40%[inhibitor] | -11% | 4.5µM* | 2% | -11 | -3 | -37%[inhibitor] | -2% | -8 | 3.2µM* | 0%
Cc1ncsc1C(=O)NCc1ccc(N2CCCC2=O)cc1
  -6% | 2% | 13% | 2% | -14 | -9 | 6% | -8% | -1 | ? | 9%
CC1(C)C(=O)NCCN1C(=O)CCC(=O)O
  -3% | 1% | 22% | -2% | -10 | -16 | -2% | 4% | 2 | -3% | -6%
FCCCOc1ccc(-c2nccc(-c3ccc(Cl)cc3)n2)cc1
  1% | -1% | 0% | -4% | -12 | -11 | -1% | 1% | -6 | 16% | 9%
COC(=O)[C@@H]1CC[C@H](C)[C@@H](c2ccc(C)cc2)N1C(=O)c1ccc(/C=N/OCC[C@@H]2C=C[C@H](OC(C)=O)[C@@H](COC(C)=O)O2)cc1
  -3% | -1% | 3% | 3% | / | / | -1% | 3% | -4 | -11% | /
COc1cc(OC)cc(C(=O)N[C@H](C(=O)Nc2cc(F)ccc2C)C(C)C)c1
  -1% | 2% | 2% | -6% | -15 | -1 | -5% | 0% | 5 | 2% | -2%
CCCCCc1ccc(-c2ccc(/C=C/C(N)=O)cc2)nc1
  ? | 16% | -41% | 4% | -22 | 0 | ? | 4.8µM* | 2 | ? | 6%
CCN1CCN(C(=O)c2ccc(N3CC4CC(C3)c3cccc(=O)n3C4)c(NC(=O)c3cc(OC)cc(OC)c3)c2)CC1 (stereo not given)
  -4% | 0%[9.26 µM] | 7% | 1% | -18 | -7 | 1% | 1% | -1 | -3% | 1%
O=C(Nc1ccccc1F)c1ccccc1-c1ccc(C(F)(F)F)cc1
  -2% | 0% | 15% | 8% | 4 | -3 | -3% | 2% | 0 | 5% | 2%
